Source: PubChem BioAssay
ADAM10 inh: human ADAM10 inhibitors, primary screen, biochemical, QFRET, HTS | AID 720582, 2013 | recombinant ADAM10, EDANS/DABCYL FRET peptide cleavage, 3 h | Disintegrin and metalloproteinase domain-containing protein 10 (Homo sapiens), O14672 | 370,000 tested, 0.62% active | inhibition, % at 7 µM;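 active means inhibition above a per-campaign cutoff equal to the mean of compounds falling between control-based bounds plus 3 SD, cut at about 20% in these data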;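 further: 0% = DMSO wells while the 100% control is not disclosed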
PG9 Ab binder: binders of HIV-1 gp120 antibody PG9, primary screen, biochemical, TR-FRET | HIV-1 gp120 / PG9 antibody interaction | TR-FRET gp120-PG9 antibody binding | inhibition, % at 6.7 µM | 360,000 tested, 0.43% active; in the data active means inhibition above about 8.5%
hcDAF-12 act: H. contortus DAF-12 nuclear receptor activators, primary screen, cell-based, luminescence, HEK293, lit1-tk-luc reporter | HEK293 hcDAF-12 lit1-tk-luc reporter; 0% DMSO, 100% Δ7-dafachronic acid | 370,000 tested, 1.4% active | activation, % at 6.8 µM | AID 652067, 2013;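 active means activation above the mean of all tested compounds plus 3 SD, cut at about 5.5% in these data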;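 further: 100% = response to 3 µM Δ7-dafachronic acid high control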
SMARCA2 activ: SMARCA2 (BRM) function activators, primary screen, cell-based, luminescence, high throughput; MG213 cells, MMTV-luciferase reporter, dexamethasone, overnight; activation, % at 9.1 µM; 370,000 tested, 1% active; AID 652017, 2013; in the data active means activation above about 7.8%;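 further: 0% = vehicle wells and 100% = reference activator wells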
FXN GAA850 act: FXN promoter activators, primary screen, cell-based, luciferase luminescence, HEK293 lucGAA850 | HEK293 lucGAA850 FXN promoter luciferase reporter, 24 h; percent of 10 µM SAHA response | activation, % at 6 µM | 360,000 tested, 0.56% active | AID 540364, 2011;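 active means activation above the average of all compounds screened plus 3 SD, cutoff fixed separately per campaign, cut at about 7.5% in these data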;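 further: 0% = DMSO wells and 100% = 10 µM SAHA wells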
ADAM17 inh: ADAM17 inhibitors, primary screen, biochemical, QFRET; Disintegrin and metalloproteinase domain-containing protein 17 (Homo sapiens), P78536; inhibition, % at 6.95 µM; recombinant ADAM17, EDANS/DABCYL FRET peptide cleavage; 370,000 tested, 0.83% active; AID 720648, 2013;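 active means inhibition above the mean of compounds lying between control limits plus 3 SD, set per campaign, cut at about 8.5% in these data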;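 further: 0% = DMSO-only wells as the low control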
Target sequence (P78536 215-824 limits assumed): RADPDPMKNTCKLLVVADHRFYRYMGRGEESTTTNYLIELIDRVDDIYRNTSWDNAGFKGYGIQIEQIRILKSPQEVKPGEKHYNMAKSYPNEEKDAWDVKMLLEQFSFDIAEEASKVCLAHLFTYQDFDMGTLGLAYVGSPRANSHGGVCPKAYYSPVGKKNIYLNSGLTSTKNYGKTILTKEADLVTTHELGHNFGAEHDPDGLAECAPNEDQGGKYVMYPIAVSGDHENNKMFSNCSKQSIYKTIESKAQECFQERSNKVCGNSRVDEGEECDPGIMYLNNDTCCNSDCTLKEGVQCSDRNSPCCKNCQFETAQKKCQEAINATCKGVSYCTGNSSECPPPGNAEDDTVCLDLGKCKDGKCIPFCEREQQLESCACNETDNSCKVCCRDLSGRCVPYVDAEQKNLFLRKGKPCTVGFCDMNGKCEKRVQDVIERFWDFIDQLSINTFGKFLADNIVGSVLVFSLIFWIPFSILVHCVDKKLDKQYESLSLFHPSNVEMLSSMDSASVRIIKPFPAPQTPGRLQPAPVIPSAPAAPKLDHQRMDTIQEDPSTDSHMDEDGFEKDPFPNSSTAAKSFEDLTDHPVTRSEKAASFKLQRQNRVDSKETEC
DAX1 inh-1: DAX1 (NR0B1) inhibitors, primary screen, cell-based, HEK293, Gal4-DAX1, luciferase luminescence; inhibition, % at 6.75 µM; HEK293 Gal4-DAX1 luciferase reporter; 340,000 tested, 0.99% active; AID 504766, 2011; Nuclear receptor subfamily 0 group B member 1 (Homo sapiens), P51843;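 active means inhibition above the mean over all tested compounds plus 3 SD, cut at about 4.2% in these data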;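 further: 0% = DAX1-transfected cells with DMSO and 100% = empty-vector control cells with DMSO; inhibition shows as a rise in luminescence from relieved DAX1 repression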
Target sequence (P51843 207-470 limits assumed): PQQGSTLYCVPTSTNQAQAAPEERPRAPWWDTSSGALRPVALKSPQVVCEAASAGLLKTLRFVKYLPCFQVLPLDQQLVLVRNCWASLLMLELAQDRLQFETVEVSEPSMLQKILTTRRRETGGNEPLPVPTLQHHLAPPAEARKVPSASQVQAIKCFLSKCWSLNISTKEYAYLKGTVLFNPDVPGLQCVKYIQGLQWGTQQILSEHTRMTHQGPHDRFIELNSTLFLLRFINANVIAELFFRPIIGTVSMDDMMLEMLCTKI
DAX1 inh-2: DAX1 (NR0B1) inhibitors on StAR promoter, primary screen, cell-based, luminescence, SF-1 (NR5A1), full-length DAX-1. HEK293T StAR-luciferase reporter, SF-1/DAX-1 repression relief. inhibition, % at 6.8 µM. 370,000 tested, 1.1% active. AID 652010, 2013;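 active means inhibition above the mean over all tested compounds plus 3 SD, cut at about 3.6% in these data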;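 further: 0% = DAX-1 cells with DMSO and 100% = cells lacking DAX-1 with DMSO; higher inhibition means more luminescence from relief of DAX-1 repression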
hgDAF12 agonist: H. glycines DAF-12 receptor agonists, primary screen, cell-based, luminescence, HEK293, GAL4 fusion, UAS-luciferase; 370,000 tested, 1.8% active; Nuclear hormone receptor DAF-12 (Heterodera glycines), GAL4 fusion; AID 687014, 2013; activation, % at 6.8 µM; HEK293 GAL4-hgDAF12 UAS-luciferase reporter, agonist luminescence; normalized to butyrate control;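 active means activation above a cutoff set at the mean of all screened compounds plus 3 SD, cut at about 10% in these data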;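 further: 0% = DMSO wells and 100% = sodium butyrate wells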
ssDAF12 agonist: S. stercoralis DAF-12 nuclear receptor activators, primary screen, cell-based, luminescence, HEK293, GRIP1 co-expression, lit1-tk-luc | Nuclear hormone receptor DAF-12 (Strongyloides stercoralis) | HEK293 ssDAF-12/GRIP1 lit1-tk-luc reporter; % of 3 µM dafachronic acid response | activation, % at 6.8 µM | 370,000 tested, 1% active | AID 652126, 2013;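 active means activation above the mean over all tested compounds plus 3 SD, cut at about 0.9% in these data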;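 further: 0% = DMSO-only wells and 100% = 3 µM delta7-dafachronic acid wells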
GC-A act: GC-A stimulated cGMP production enhancers – HEK293 GC-A cells, cGMP TR-FRET, EC30 ANP, primary screen | activation, % at 10 µM | 370,000 tested, 0.14% active | Atrial natriuretic peptide receptor 1 (Homo sapiens), P16066 | 0% at EC30 ANP, 100% saturating ANP; in the data active means activation above about 40%
Active calls of the source: *; & = joins results of further samples. Compounds as they come; about 6.8% have a hit in one of these screens.

For NC(=O)C1(N2CCCCC2)CCN(C(=O)CSc2nc3ccccc3o2)CC1 the results were ADAM10 inh -1.9, PG9 Ab binder -0.8, hcDAF-12 act -1.9, SMARCA2 activ 1.0, FXN GAA850 act 0.7, ADAM17 inh -3.7, DAX1 inh-1 -0.5, DAX1 inh-2 -1.1, hgDAF12 agonist -1.4, ssDAF12 agonist -0.9 and GC-A act -1.8.
`CCOc1ccc(CCNC(=O)COC(=O)c2ccc(C)c(S(=O)(=O)N3CCOCC3)c2)cc1OCC` gave ADAM10 inh -9.2, PG9 Ab binder 1.0, hcDAF-12 act -1.1, SMARCA2 activ -1.7, FXN GAA850 act 1.1, ADAM17 inh -6.2, DAX1 inh-1 -0.7, DAX1 inh-2 1.0, hgDAF12 agonist 1.1, ssDAF12 agonist -1.2 and GC-A act -5.6.
Screening Cc1cc(C(=O)NNC(=O)c2cccs2)nn1C(C)(C)C returned ADAM10 inh -3.4, PG9 Ab binder 1.0, hcDAF-12 act -1.4, SMARCA2 activ -0.3, FXN GAA850 act 2.7, ADAM17 inh -2.4, DAX1 inh-1 1.1, DAX1 inh-2 0.4, hgDAF12 agonist 0.0, ssDAF12 agonist -1.0 and GC-A act 2.2.
`Cc1nnc(Cn2cnc3c2c(=O)n(C)c(=O)n3C)o1` gave ADAM10 inh -0.2, PG9 Ab binder -2.0, hcDAF-12 act -0.7, SMARCA2 activ 2.6, FXN GAA850 act -1.3, ADAM17 inh -0.8, DAX1 inh-1 0.9, DAX1 inh-2 0.4, hgDAF12 agonist -1.9, ssDAF12 agonist -0.4 and GC-A act -1.4.
Screening CCN(CC)C(=O)[C@H]1CC(CC(=O)NCCc2ccccn2)C(=O)N2CCc3c([nH]c4ccccc34)[C@]12C (some centres not stated) returned ADAM10 inh 0.1, PG9 Ab binder 0.3, hcDAF-12 act -0.5, SMARCA2 activ 4.3, FXN GAA850 act -0.2, ADAM17 inh 0.5, DAX1 inh-1 -0.5, DAX1 inh-2 -0.5, hgDAF12 agonist 0.3, ssDAF12 agonist -0.6 and GC-A act 0.1.
For COC(=O)[C@H](CC(C)C)NC(=O)N1CCCCC1C (some centres not stated) the results were ADAM10 inh 1.0, PG9 Ab binder -0.8, hcDAF-12 act 0.8, SMARCA2 activ -3.2, FXN GAA850 act 0.9, ADAM17 inh 2.9, DAX1 inh-1 -0.5, DAX1 inh-2 -0.3, hgDAF12 agonist -1.1, ssDAF12 agonist -0.5 and GC-A act -0.2.
`C=CCOc1c(CNn2cn[nH]c2=S)cccc1OC` gave ADAM10 inh 7.5, PG9 Ab binder -0.1, hcDAF-12 act 0.1, SMARCA2 activ -3.6, FXN GAA850 act 1.2, ADAM17 inh -6.6, DAX1 inh-1 0.8, DAX1 inh-2 0.4, hgDAF12 agonist -0.4, ssDAF12 agonist 0.1 and GC-A act 1.1.
For Cc1ccccc1OCC(O)Cn1c(=N)n(CCN2CCOCC2)c2ccccc21 (configuration not stated) the results were ADAM10 inh -1.5&-5.2, PG9 Ab binder 0.1&-1.7, hcDAF-12 act -1.1&3.0, SMARCA2 activ -0.7&-2.1, FXN GAA850 act -2.6&-2.8, ADAM17 inh -4.1&-2.9, DAX1 inh-1 0.4&0.4, DAX1 inh-2 0.6&0.8, hgDAF12 agonist -1.2&0.8, ssDAF12 agonist -0.9&-1.5 and GC-A act -0.9&-2.3.
`COC(=O)[C@]12C[C@H](CC(=O)N3CCCCC3)C(=O)N(Cc3ccco3)C1=C[C@H](C(C)C)O[C@@H]2C1CC1` gave ADAM10 inh 4.2, hcDAF-12 act 0.1, SMARCA2 activ 5.0, ADAM17 inh 0.2, DAX1 inh-2 -0.2, hgDAF12 agonist -2.2, ssDAF12 agonist -1.0 and GC-A act -3.2.
Screening Fc1cc(Br)ccc1NC(=S)Nc1ccccc1 returned ADAM10 inh -4.8, PG9 Ab binder -2.1, hcDAF-12 act -0.9, SMARCA2 activ -1.4, FXN GAA850 act 2.9, ADAM17 inh -1.8, DAX1 inh-1 0.1, DAX1 inh-2 0.1, hgDAF12 agonist 3.7, ssDAF12 agonist -2.1 and GC-A act 5.8.
Screening NC(=O)COC(=O)c1cccc(S(=O)(=O)N2CCCc3ccccc32)c1 returned ADAM10 inh -0.4, PG9 Ab binder 1.4, hcDAF-12 act -0.3, SMARCA2 activ -1.8, FXN GAA850 act 1.5, ADAM17 inh -3.7, DAX1 inh-1 -1.3, DAX1 inh-2 0.1, hgDAF12 agonist -0.6, ssDAF12 agonist -2.0 and GC-A act -2.2.
Cc1ccc2[nH]cc(CCNC(=O)/C=C/c3ccco3)c2c1 was read as ADAM10 inh 10.8, PG9 Ab binder -1.7, hcDAF-12 act -1.4, SMARCA2 activ 0.8, FXN GAA850 act 0.0, ADAM17 inh -2.9, DAX1 inh-1 -0.7, DAX1 inh-2 0.4, hgDAF12 agonist -0.9, ssDAF12 agonist -1.2 and GC-A act -2.8.
Screening CCn1c(=O)n(CC(=O)NCC2CCCO2)c(=O)c2c3c(sc21)CCCC3 (configuration not stated) returned ADAM10 inh -7.9, PG9 Ab binder -1.8, hcDAF-12 act -3.1, SMARCA2 activ -0.7, FXN GAA850 act 0.6, ADAM17 inh -2.5, DAX1 inh-1 -0.3, DAX1 inh-2 -1.6, hgDAF12 agonist 1.5, ssDAF12 agonist -1.6 and GC-A act 5.5.
Screening Cc1c(C(=O)OCC(=O)N(C)c2ccccc2)oc2ccccc12 returned ADAM10 inh 2.1, PG9 Ab binder -1.1, hcDAF-12 act -0.3, SMARCA2 activ 2.0, FXN GAA850 act 3.0, ADAM17 inh 3.5, DAX1 inh-1 -0.1, DAX1 inh-2 2.5, hgDAF12 agonist 2.5, ssDAF12 agonist -0.7 and GC-A act 1.6.
O=C(Cn1ccc([N+](=O)[O-])n1)NCC1CCCO1 (configuration not stated) was read as ADAM10 inh 4.4, PG9 Ab binder 0.2, hcDAF-12 act -1.2, SMARCA2 activ 6.0, FXN GAA850 act -2.3, ADAM17 inh 1.8, DAX1 inh-1 1.0, DAX1 inh-2 0.1, hgDAF12 agonist -3.1, ssDAF12 agonist -0.8 and GC-A act 0.3.
Screening Cc1cc(C(=O)CCC(=O)NCC2COc3ccccc3O2)c(C)s1 (configuration not stated) returned ADAM10 inh -0.7, PG9 Ab binder -1.4, hcDAF-12 act -0.5, SMARCA2 activ -1.7, FXN GAA850 act 0.8, ADAM17 inh 1.7, DAX1 inh-1 4.2, DAX1 inh-2 0.0, hgDAF12 agonist -0.1, ssDAF12 agonist -0.6 and GC-A act -0.1.
`CCOc1ccc(OCCCC(=O)N(C)CC(=O)Nc2ccc(N3CCOCC3)cc2)cc1` gave ADAM10 inh 7.6, PG9 Ab binder -0.2, hcDAF-12 act -1.1, SMARCA2 activ -2.0, FXN GAA850 act -1.5, ADAM17 inh -5.4, DAX1 inh-1 -1.8, DAX1 inh-2 -0.5, hgDAF12 agonist -0.3, ssDAF12 agonist -0.6 and GC-A act -1.7.
N#Cc1ccc(OCC(=O)OCC(=O)Nc2sccc2C(N)=O)cc1 was read as ADAM10 inh -13.6, PG9 Ab binder -1.5, hcDAF-12 act -0.2, SMARCA2 activ -1.1, FXN GAA850 act 2.2, ADAM17 inh -6.8, DAX1 inh-1 0.1, DAX1 inh-2 -1.4, hgDAF12 agonist -0.1, ssDAF12 agonist -1.3 and GC-A act 4.5.
COc1cccc(-n2c(SCc3cc(=O)oc4cc(O)c(O)cc34)nc3ccccc3c2=O)c1 was read as ADAM10 inh -22.7, PG9 Ab binder -3.0, hcDAF-12 act -1.7, SMARCA2 activ -1.1, FXN GAA850 act -1.4, ADAM17 inh -4.5, DAX1 inh-1 0.1, DAX1 inh-2 1.9, hgDAF12 agonist -3.2, ssDAF12 agonist -1.4 and GC-A act 0.3.
Cc1nnc(NC(=O)CSc2nnc(C)c(=O)n2N)s1 was read as ADAM10 inh -3.6, PG9 Ab binder -0.8, hcDAF-12 act -1.7, SMARCA2 activ 0.5, FXN GAA850 act 2.9, ADAM17 inh 0.6, DAX1 inh-1 1.2, DAX1 inh-2 0.8, hgDAF12 agonist 3.3, ssDAF12 agonist -1.0 and GC-A act -1.2.
CC(C)CCN1CCN(CC(c2ccccc2)c2ccccc2)CC1CCO (configuration not stated) was read as ADAM10 inh 10.5, PG9 Ab binder -0.5, hcDAF-12 act -0.4, SMARCA2 activ -2.6, FXN GAA850 act -1.4, ADAM17 inh 2.6, DAX1 inh-1 -0.3, DAX1 inh-2 0.8, hgDAF12 agonist -6.3, ssDAF12 agonist -1.3 and GC-A act -16.2.
For CC(C)Nc1nc(NC(C)C)nc(C(=O)OCCO)n1 the results were ADAM10 inh -13.1, PG9 Ab binder 1.0, hcDAF-12 act -2.5, SMARCA2 activ -2.1, FXN GAA850 act 0.3, ADAM17 inh 1.1, DAX1 inh-1 -0.6, DAX1 inh-2 0.8, hgDAF12 agonist -1.3, ssDAF12 agonist -1.3 and GC-A act 1.6.
Screening Nc1c(C(=O)Nc2ccc3c(c2)OCCO3)nnn1Cc1ccc(Br)cc1 returned ADAM10 inh -35.7, PG9 Ab binder -1.1, hcDAF-12 act 9.4*, SMARCA2 activ 4.8, FXN GAA850 act 1.2, ADAM17 inh -12.4, DAX1 inh-1 1.9, DAX1 inh-2 8.1*, hgDAF12 agonist 21.9*, ssDAF12 agonist 1.3* and GC-A act -1.9.
`CC1CCC/C(=N\NC(=O)COc2ccccc2Cl)C1` (configuration not stated) gave ADAM10 inh 1.8, PG9 Ab binder -2.2, hcDAF-12 act 0.5, SMARCA2 activ 3.5, FXN GAA850 act 3.8, ADAM17 inh -1.9, DAX1 inh-1 3.0, DAX1 inh-2 0.0, hgDAF12 agonist 4.3, ssDAF12 agonist -1.1 and GC-A act 0.8.
`c1ccc(-c2nnc3n2N=C(c2ccc4ccccc4c2)CS3)nc1` gave ADAM10 inh -13.4, hcDAF-12 act -2.6, SMARCA2 activ -3.5, ADAM17 inh -5.2, DAX1 inh-2 -1.6, hgDAF12 agonist -3.2, ssDAF12 agonist -1.8 and GC-A act 5.9.
